NPYLR7 agonist – activates Aedes aegypti NPYLR7 receptor | HEK293T NPYLR7/Galpha15, GCaMP6s calcium fluorescence | activation, % at 10 µM | actives 0.15% (n = 270,000) | AID 1259423; in the data active = activation above about 40%;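 note: 0% = vehicle and 100% = reference agonist at the receptor; some compounds past the cut are filed as inactive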
mcGAS lum – inhibitors of mouse cGAS | Q8C6L5 | recombinant cGAS, Kinase-Glo ATP depletion luminescence | inhibition, % at 12.5 µM | actives 0.15% (n = 160,000) | AID 1259399;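 note: 0% = negative control wells and 100% = reference inhibitor with no enzyme activity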
hcGAS inh – inhibitors of human cGAS. inhibition, % at 12.5 µM. recombinant h-cGAS, ATP depletion, Kinase-Glo luminescence. actives 0.081% (n = 290,000);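 note: 0% = vehicle reaction and 100% = reaction without DNA for no activity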
Target sequence (Q8N884 whole entry, looked up): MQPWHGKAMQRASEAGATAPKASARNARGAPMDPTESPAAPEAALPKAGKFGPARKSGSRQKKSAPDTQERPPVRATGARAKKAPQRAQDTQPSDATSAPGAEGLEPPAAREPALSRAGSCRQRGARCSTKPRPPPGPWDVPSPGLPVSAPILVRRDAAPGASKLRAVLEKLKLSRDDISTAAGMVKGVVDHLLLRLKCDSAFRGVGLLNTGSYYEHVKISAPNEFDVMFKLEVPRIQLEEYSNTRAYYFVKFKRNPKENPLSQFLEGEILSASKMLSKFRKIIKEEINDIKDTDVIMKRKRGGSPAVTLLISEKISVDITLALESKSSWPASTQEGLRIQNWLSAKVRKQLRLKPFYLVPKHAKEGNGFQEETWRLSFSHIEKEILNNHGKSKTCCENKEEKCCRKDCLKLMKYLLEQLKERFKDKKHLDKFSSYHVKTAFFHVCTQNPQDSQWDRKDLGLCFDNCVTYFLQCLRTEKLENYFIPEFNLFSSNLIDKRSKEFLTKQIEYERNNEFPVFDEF
* marks the source's active call; other numbers are inactive results; / = no result given; & = joins results of further samples. Cut-off read from the data, not from the text of the source, unless noted: active = inhibition above about 40%; inactive = the rest.

SMILES	NPYLR7 agonist	mcGAS lum	hcGAS inh
Cc1cc(N2CCN(Cc3cc4n(n3)CCCNC4)CC2)nc(N)n1	14	/	-1
CC(C)CN(CC(=O)N(CCc1c[nH]c2ccccc12)Cc1ccc(N(C)C)cc1)C(=O)c1ccc(Cl)cc1	17	-4	-1
Cn1c(=O)n(Cc2c(F)cccc2Cl)c(=O)c2c1nc1n2CCCN1Cc1ccco1	/	-4	-4
Nc1cc(-c2cnc3ccccc3c2)ccn1	4	/	-3
CC(C)(C)c1cc(N2CCN(C/C=C/c3ccccc3)CC2)nc(SCc2ccc(C(=O)NCC3CCCO3)cc2)n1 (configuration not stated)	8	-3	-3
CNC(=O)N1CCC(C2CCN(C(=O)CC3=CCCCC3)C2)CC1 (configuration not stated)	/	-6	-20
OCCn1ncc2c1CN(c1ccnc3c(C(F)(F)F)cccc13)C2	3	/	-4
CNCCN1C(=O)CC[C@H]2CN(C(=O)C3CCC(OC)CC3)CC[C@H]21 (some centres not stated)	/	-4	-8
CCOc1ccc(C2=NC(=Cc3ccccc3C(=O)OC)C(=O)O2)cc1	2	/	-2
CCN1CCc2c(sc3nc(C)nc(N4CCN(C(=O)c5ccc6c(c5)OCO6)CC4)c23)C1	-3	-3	-6
O=C(COc1cccc(-n2cnnn2)c1)Nc1cccc(Br)c1	7	/	-6
Cn1cccc(C(=O)Nc2ccc3c(c2)N(C(=O)c2cccs2)CC3)c1=O	1	-8	-4
Cn1c(=O)n(Cc2cccc(Cl)c2)c(=O)c2c1nc1oc(C(C)(C)C)cn12	17	-10	-10
COC(=O)CCC(=O)N(Cc1nc2cc(C)ccc2o1)Cc1ccccc1Cl	0	-4	-5
Cc1noc(C)c1-c1ccc(C(=O)NCCC(F)(F)F)c2occc12	2	-7	-4
Cc1cccc(C2c3[nH]c4ccccc4c3CCN2C(=O)c2nonc2C)n1 (configuration not stated)	4	-15	-3
CC(=O)NC1=NN(C(C)=O)C2(S1)C(=O)N(CCOc1cccc(C)c1)c1c(C)cccc12 (configuration not stated)	3	-6	-2
N#CCCN1CCN(S(=O)(=O)c2ccccc2C#N)CC1	3	/	-9
CCc1ccccc1NC(=O)CSc1nccn2nc(-c3ccc(C)cc3)cc12	-1	-6	-3
COc1ccc(OC)c2sc(N(Cc3cccnc3)C(=O)c3ccc(C#N)cc3)nc12	-8	-7	-4
Cc1cc(C)n(C2CCN(C(=O)c3cnc4ccccc4c3)CC2)n1	10	-6	-9
O=C(c1cnn2c1CCCC2)N(Cc1cccnc1)C1CCNCC1	0	-10	2
CC(C)=CCO[C@@H]1COCC[C@H]1NC(=O)N1CCOCC1	/	-6	-14
CCN(CC)S(=O)(=O)c1cc(Br)c(C)cc1C	-2	/	0
Cc1ccc(-n2cc(S(=O)(=O)N3CCCC3)cn2)cc1S(=O)(=O)N1CCCC1	-1	/	-2
Cc1cc(C(=O)N(C)CCN(C)C2CCCCC2)ccc1N1CCNC1=O	-5	/	-12
CCSCCNC(=O)c1cc(N2CCN(c3cccc(C(F)(F)F)c3)CC2)nc2ccccc12	22	-5	-4
CN(C)CCN(Cc1csc(COc2cc(Cl)ccc2Cl)n1)C(=O)C1CCCC1	3	-9	-4
CCC(C(=O)N(CC(=O)Nc1cc(-c2ccccc2)nn1-c1ccccc1)Cc1ccco1)c1ccccc1 (configuration not stated)	6	-3	-2
FC(F)(F)c1nc(N2CCCCC2)c2cnn(-c3ccccc3)c2n1	5&3	/	-5&-3
Cc1ccnc(SCCCn2c(N3CCC(C)CC3)nc3c2c(=O)[nH]c(=O)n3C)n1	7	-9	-3
CCOc1ccc2[nH]c(=S)[nH]c2c1	2	/	-5
COc1ccc(CCNC(=O)CSCC(=O)N2CCc3ccccc32)cc1	-1	-2	-12
COc1nccnc1-c1cc(NC2CCCC2)nc2[nH]ccc12	13	-18	-7
Cc1ccsc1CN(C)Cc1cnc(N2CCOCC2)nc1	2	/	-3
COC(=O)c1ccc(C=Cc2ccc3cccc(O)c3n2)cc1	1	-6	-9

Ordered by formula weight (low to high): 3 of the compounds above.
SMILES	NPYLR7 agonist	mcGAS lum	hcGAS inh
Cc1cc(N2CCN(Cc3cc4n(n3)CCCNC4)CC2)nc(N)n1	14	/	-1
COc1ccc(OC)c2sc(N(Cc3cccnc3)C(=O)c3ccc(C#N)cc3)nc12	-8	-7	-4
CC(C)(C)c1cc(N2CCN(C/C=C/c3ccccc3)CC2)nc(SCc2ccc(C(=O)NCC3CCCO3)cc2)n1 (configuration not stated)	8	-3	-3

(further entries)
SMILES	NPYLR7 agonist	mcGAS lum	hcGAS inh
CCOc1ccccc1NC(=O)N1CCC(Cc2ccc(-c3ccccc3)cc2)CC1	1	-6	-2
Cc1cc2nc(N(Cc3cccnc3)C(=O)c3ccc(C#N)cc3)sc2cc1C	1	-9	-7
O=C(Nc1ccc(Br)cn1)C1CCCN(C(=O)c2ccc3c(c2)COC3)C1 (configuration not stated)	-3	-3	3
COc1nn(C)cc1C(=O)OCc1cc(-c2cc3ccccc3o2)on1	0	/	-5
Cc1nc(SCc2cc(Cl)cc3c2OCOC3)c2c(C)c(C)sc2n1	1	/	-1
COc1ccc(N2CCN(c3cc(Cl)nc(SCC(=O)O)n3)CC2)cc1	-7	-3	1
CCN(CC)C1=NC(C(=O)OC)(C(F)(F)F)N=C(C)O1 (configuration not stated)	7	/	-5
CCOC(=O)Cn1c(O)c(N=NC(=O)COc2ccc(C)cc2C)c2ccccc21	4	-3	0
Cc1ccc(Cl)c2sc(N(CCN(C)C)C(=O)c3ccn(C)n3)nc12	/	8	10
COc1ccc(-c2cc(C(=O)N(CCc3ccccc3)Cc3ccccc3)n3nc(C(C)(C)C)cc3n2)cc1	1	-2	-5
C=CCn1c(SCC#N)nc2sc3c(c2c1=O)CCC3	-1	-3	-4
CCOC(=O)c1c(NC(=O)c2cc(OC)c(OC)c(OC)c2)sc(C(=O)Nc2ccc(OC)cc2OC)c1C	-5	/	-5
Cc1nc(-n2nc(C3CC3)cc2NC(=O)c2ccccc2F)[nH]c(=O)c1C	10	/	-7
COCc1cc(N(C)CCc2ccc(OC)c(OC)c2)nc(SCc2ccc(C(=O)NCc3ccncc3)o2)n1	4	1	5
CCCCOc1ccc(S(=O)(=O)n2nc(C)c(S(=O)(=O)N3CCCCCC3)c2C)cc1	1	/	-9
CC(=O)c1ccc(C(=O)N(CCCN(C)C)c2nc3c(F)cc(F)cc3s2)cc1	3	-5	-1
CCN(CC)c1ccc(/C=C2\SC(=S)N(NC(=O)c3ccccc3)C2=O)cc1	5	-6	-5
O=C(CS(=O)(=O)c1ccc2c(c1)S(=O)(=O)N=CN2)N1CCN(c2ccccc2F)CC1	-11	-6	-4
Cc1ccc(C)c(OCc2cc(C(=O)N3CCC(N4CCOCC4)CC3)no2)c1	-3	-9	-5
O=C(NCc1noc(-c2ccco2)n1)[C@H]1Cc2ccccc2CN1	27	-17	-5
COCCn1c(CN(Cc2ccccc2)Cc2ccccc2)nc2c1c(=O)[nH]c(=O)n2C	0	-6	-10
Cc1nonc1CC(=O)N1CCc2ccc(NC(=O)c3ccncc3)cc2C1	4	/	3
Cc1c(C(=O)NC(C)(C)CO)sc2ncnc(NCCc3ccccn3)c12	17	/	-7
CCOC(=O)C1=C(O)/C(=C\c2ccc3c(c2)OCO3)SC1=Nc1ccccc1F	-2	3	-2
COc1ccc(OC)c(-c2nc(CN3CCCCC3c3nccs3)c(C)o2)c1 (configuration not stated)	6	/	-3
O=C1OC(c2ccc(F)cc2)=N/C1=C\C=C/c1ccccc1	-3	/	-5
O=C(c1cncn1-c1ccc(F)cc1)N1CCC(N2CCNC2=O)CC1	0	/	3
N#CC1C(=N)Oc2n[nH]c(-c3ccc(Br)cc3)c2C1c1ccncc1 (configuration not stated)	0	/	-5
O=C(C1Cc2ccccc2S1)N1CCCc2cc(C(F)(F)F)ccc21 (configuration not stated)	1	/	-9
CCCN(CCC)C(=O)c1cc(-c2ccccc2F)nc2cc(C(C)(C)C)nn12	9	-7	-5
c1ccc(-c2nc3sc4c(ncn5ncnc45)c3c3c2CCC3)cc1	3	-7	-6
O=C(CSc1nc2c(cnn2-c2cccc(Cl)c2)c(=O)[nH]1)c1ccccc1	/	-6	-6
C#Cc1ccc(CN2CCN3C(=O)CN(C)C(=O)C3C2)cc1 (configuration not stated)	/	-14	-3
Cc1c(Cl)cccc1S(=O)(=O)Nc1nn(C(C)(C)C)cc1C#N	1	-13	-12
Cc1cccc(COCC2CN(C(=O)c3ccc(Cl)c(F)c3)CCO2)c1 (configuration not stated)	3	-7	-7
CCOC(=O)c1ccc(OC2CC3CCC(C2)N3C(=O)c2ccc(CSc3nc(C)cs3)cc2)cc1 (configuration not stated)	19	-6	-2
O=C(CCc1ccccc1)N(Cc1cccnc1)c1nc2cc3c(cc2s1)OCO3	0	-7	-4
CSc1ncc(F)c(=O)n1C	4	-4	-11
CCOCCOc1nc(-c2ccc(C(F)(F)F)cc2)n(-c2ccc(NC(=O)c3cccc([N+](=O)[O-])c3)cc2)n1	-4	2	3
O=C1OCCC1NC(c1ccccc1)C1CCC1 (configuration not stated)	-1	/	-8
CCc1cc(N2CCCCC2C)nc(SCc2ccc(C(=O)NCc3ccccn3)o2)n1 (configuration not stated)	-4	-1	1
ON=C1/C(=N/O)CC2(C/C1=N\O)OCCO2	4	/	-14
O=C1[C@@H]2C[C@H](O)CCN2C(=O)CN1CCC(c1ccccc1)c1ccccc1	/	-3	-4
CCN(Cc1noc(C)n1)C(=O)c1cnn(-c2ccccc2OC)c1	0	/	4
Cc1ccc(C(=O)O)c(Sc2ccccc2)n1	19	/	0
O=S(=O)(c1ccc2ccccc2c1)N1CCOC2(CNCCOC2)C1 (configuration not stated)	12	/	-6
COCCNc1ncnc2c1ncn2[C@H]1CN(Cc2ccccc2)C[C@@H](COC(C)=O)O1	14	-8	-5
CCCCN(C(C)=O)c1c(CC)nc2ccc(C(=O)N(C)CCN(C)C)cn12	3	-4	-1

Looked up by structure from above:
SMILES	NPYLR7 agonist	mcGAS lum	hcGAS inh
Cc1ccc(C(=O)O)c(Sc2ccccc2)n1	19	/	0
CCc1cc(N2CCCCC2C)nc(SCc2ccc(C(=O)NCc3ccccn3)o2)n1 (configuration not stated)	-4	-1	1
CCOCCOc1nc(-c2ccc(C(F)(F)F)cc2)n(-c2ccc(NC(=O)c3cccc([N+](=O)[O-])c3)cc2)n1	-4	2	3
O=C1[C@@H]2C[C@H](O)CCN2C(=O)CN1CCC(c1ccccc1)c1ccccc1	/	-3	-4
CCCCN(C(C)=O)c1c(CC)nc2ccc(C(=O)N(C)CCN(C)C)cn12	3	-4	-1

(further entries)
SMILES	NPYLR7 agonist	mcGAS lum	hcGAS inh
Cc1ccc(S(=O)(=O)Nc2cccc(S(C)(=O)=O)c2)s1	0	/	-8
CCCc1nc(C(=O)N2C[C@H]3CC=CC[C@H]3C2)cs1	3	/	1
O=c1cccnn1CCCNS(=O)(=O)c1ccc(C(F)(F)F)cc1	-8	-8	-7
O=C(CN1C(=O)C2C3CC(C(Br)C3Br)C2C1=O)N1CCOCC1 (configuration not stated)	11	-3	-4
CCc1nn(-c2ccccc2)c(NC(=O)c2c(F)cccc2OC)c1C	11	/	-2
COc1cccc(C=C2C(=O)N(c3ccccc3)C(=S)N(c3ccccc3)C2=O)c1	8	/	-1
CN1CCN(C(=O)c2csc(COc3cccc4ccccc34)n2)CC1	-4	-5	-5
COC(=O)c1c(NC(=O)COc2ccccc2C(N)=O)sc2c1CCCCC2	0	-6	-4
Cc1cccc(-n2ncc(C(=O)NC3CCCCC3)c2C)c1	0	/	-9
Cc1cc(C(=O)N2CCC(C(=O)Nc3ccc(-n4nc(C)cc4C)cc3)CC2)nc(C)n1	0	-2	3
Cc1cc(NC(=O)c2cc(=O)c3ccccc3o2)n(-c2nc(-c3cccs3)cs2)n1	-9	-10	-7
CCOC(=O)c1nnc2n(c1=O)CCN2c1ccc(OCC)cc1	-5	/	-12
CCn1ccnc1CN1CCCN(CC2CC2)C(C(C)C)C1 (configuration not stated)	-4	-5	1
O=S(=O)(Nc1ccn(Cc2ccccn2)n1)c1cc(Cl)cc(Cl)c1	3	/	-1
COC(=O)CCC(=O)N1CCCC(C(=O)c2ccc(-c3ccccc3)cc2)C1 (configuration not stated)	2	/	-2
Cc1cc(=O)[nH]c(-n2nc(C)cc2NC(=O)c2ccc(C(F)(F)F)cc2)n1	3	-6	0
COc1cc(Cl)c(NC(=O)CCc2nc(-c3ccsc3)no2)cc1OC	3	-7	-5
CCC(C(=O)N1CCN(CC(OCc2ccc(C#N)cc2)c2cccc(N3CCCC3)c2)CC1)c1ccccc1 (configuration not stated)	7	-6	-6
CC1=NN(c2ccccc2)C(=O)/C1=C\C=C\c1ccccc1	-1	11	-3
O=C(COc1ccc(Cl)cc1)N1CCCC(OCc2ccccc2Cl)C1 (configuration not stated)	-8	-2	0
CCCCNCC1=C(C(=O)OCC)C(c2cccc([N+](=O)[O-])c2)NC(=O)N1Cc1ccccc1 (configuration not stated)	-4	/	-7
CCOc1cc(S(=O)(=O)NCc2ccco2)ccc1Br	4	/	-1
Cc1ccc(S(=O)(=O)C(C#N)c2nc3ccccc3nc2NC2CC2)cc1 (configuration not stated)	0	/	-14
COc1cc(C)c(-c2nc3ccccc3c(=O)n2Cc2ccc(Cl)cc2)cc1C	6	-4	-2
O=C1CC(c2cc(F)cc(F)c2)Cc2nc(N3CCOCC3)ncc21 (configuration not stated)	-2	/	-13
COCCN(Cc1nc2cc(Cl)ccc2o1)C(=O)C1CCC1	2	2	5
CCNS(=O)(=O)c1ccc(NC(=O)c2ccc(Cn3nc(C)cc3C)o2)cc1	3	/	3
CC(C)(C)OC(=O)N1CC(O)CC1C(=O)N1CCOCC1 (configuration not stated)	1	/	-4
O=C(Nc1nnc(SCc2cccc(OC(F)(F)F)c2)s1)c1ccco1	3	-7	-11

Screening data from PubChem.
